Source: PubChem
E-selectin induc: E-selectin induction on HUVECs. 260,000 tested, 0.37% active. P16581. activation, % at 7.58 µM. HUVEC E-selectin immunofluorescence imaging; normalized: neutral wells 0, TNF-alpha wells 100;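 active = mean E-selectin-positive cell signal at least 10% of the positive control, reached in at least 60% of replicates, without over 20% cell loss; inconclusive = no rule given, readout overlaps actives, possibly toxicity-flagged; inactive = the rest, including those meeting only one limit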;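 note: in these data hits start at about 27%; measured in HUVEC primary endothelial cells; signal is the percent of cells scored E-selectin positive by PE staining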
Target sequence (P16581 whole entry, looked up): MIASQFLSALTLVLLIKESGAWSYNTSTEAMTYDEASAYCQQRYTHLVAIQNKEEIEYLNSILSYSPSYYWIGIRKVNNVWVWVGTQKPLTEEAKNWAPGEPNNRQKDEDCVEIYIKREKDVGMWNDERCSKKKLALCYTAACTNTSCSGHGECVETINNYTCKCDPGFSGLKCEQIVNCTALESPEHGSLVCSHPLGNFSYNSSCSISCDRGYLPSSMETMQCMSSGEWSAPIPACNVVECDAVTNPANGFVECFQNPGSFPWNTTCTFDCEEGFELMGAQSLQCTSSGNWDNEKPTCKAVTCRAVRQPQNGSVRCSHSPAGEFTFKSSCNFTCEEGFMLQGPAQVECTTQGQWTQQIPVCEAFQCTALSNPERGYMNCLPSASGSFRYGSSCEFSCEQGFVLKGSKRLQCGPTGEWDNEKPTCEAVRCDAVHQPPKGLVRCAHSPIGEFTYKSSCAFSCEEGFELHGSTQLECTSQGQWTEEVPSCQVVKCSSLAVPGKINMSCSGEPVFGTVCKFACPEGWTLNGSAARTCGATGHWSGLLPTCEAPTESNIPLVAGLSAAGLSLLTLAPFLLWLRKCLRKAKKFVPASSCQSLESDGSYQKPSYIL
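assay system = HUVEC, human umbilical vein endothelial cells | input = 3,000 HUVEC seeded per well | medium = EGM-2 growth medium on 0.1% gelatin-coated wells | dosing = one compound dose added by pin transfer | signal = immunofluorescence imaging | read-out basis = % PE-positive cells | control set = TNF-alpha, DMSO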
GSIS activator: GLuc luminescence reporter in INS-1E cells, primary screen for activators of glucose-dependent secretion of insulin; INS-1E GLuc reporter insulin secretion, 2-3 h; activation, % at 16.6 µM; 370,000 tested, 0.61% active; AID 743287;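 active = lowest replicate activation of at least 40%, so every replicate reaches that level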;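 note: 0% = median of neutral control wells and 100% = median of IBMX positive control wells; some compounds called inactive have numbers as strong as hits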
Casp6 inh: caspase-6 (human) enzyme inhibition | P55212 | purified caspase-6, Z-VEID-R110 cleavage fluorescence | inhibition, % at 12.5 µM | 350,000 tested, 0.53% active;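 active = mean inhibition across replicates at least about 35%, with every replicate also reaching that limit, limit read from the data; inconclusive = only one of the two criteria met; inactive = neither criterion met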;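 note: 0% = median of neutral control wells and 100% = no fluorescence left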
RAD54 inh: RAD54 (human) branch migration inhibition. 360,000 tested, 0.14% active. RAD54 Holliday junction branch migration, FAM/BHQ fluorescence. inhibition, % at 10.4 µM;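 active = mean normalized replicate activity at least 40 and at least half of replicates scoring 40 or more; inconclusive = only one of the two criteria met; inactive = mean below 40 and under half of replicates reaching 40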;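 note: 0% = median of neutral control wells and 100% = median of positive control wells; inhibitors cause a drop in the FAM fluorescence signal; in these data hits start at about 50%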
CFTR F508del cor: CFTR F508del correction in bronchial cells; CFBE cells, YFP halide quenching; stimulated with forskolin plus potentiator P3; % fluorescence drop versus neutral controls; activity (quench increase), % at 7.58 µM; 350,000 tested, 0.36% active; AID 720511;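 active = mean added fluorescence quench of at least 8% versus neutral control, with both replicates also reaching 8%; inconclusive = only one of the mean or replicate conditions met; inactive = mean below 8% and not both replicates reaching 8%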;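 note: cells transiently co-express mutant CFTR-F508del with the halide-sensitive YFP; corrector assay measuring rescue of mutant channel to the surface after 24 h compound exposure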
DENV2 CPE: DENV2-induced cell death inhibition; 350,000 tested, 1.7% active; AID 651640; CPE inhibition, % at 9.99 µM; DENV2-infected cells, cytopathic effect rescue, plate reader; in the data active = CPE inhibition above about 20%, passing the limit was not always enough; inconclusive = no clear call, values can overlap the other calls; tested in BHK-21 cells;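 note: 0% = median of neutral control wells and 100% = median of positive control wells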
XiGFP reactiv: reactivates the inactive X chromosome in mouse fibroblasts; XiGFP mouse fibroblasts, % GFP-positive cells imaging, 3 d; cells co-treated with 5-aza-dC sensitizer; scaled so ellipticine positive control = 100%; activation, % at 7.58 µM; 360,000 tested, 0.055% active;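 active = mean normalized replicate activation at least 10% and every replicate at or above 10%; inconclusive = only one of the two criteria met; inactive = mean below 10% and not all replicates reach 10%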;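 note: 0% = median of on-plate neutral control wells and 100% = ellipticine 6 µM median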
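Material: SV40-immortalized XiGFP fibroblast cells, line 68-5-11 | Buffer or medium: DMEM containing 5-aza-dC | Dosing: One concentration, pinned | Times: 3 d treatment, 15 min room-temperature fixation | Controls: Ellipticine 6 µM positive control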
RAD52 inh: inhibitors of human RAD52 DNA annealing; P43351; AID 651710; recombinant RAD52 DNA annealing, FRET fluorescence; inhibition, % at 18.7 µM; 360,000 tested, 0.46% active;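 active = every replicate showing at least 50% inhibition; inconclusive = mean inhibition at least 50% but not in every replicate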
Target sequence (P43351 whole entry, looked up): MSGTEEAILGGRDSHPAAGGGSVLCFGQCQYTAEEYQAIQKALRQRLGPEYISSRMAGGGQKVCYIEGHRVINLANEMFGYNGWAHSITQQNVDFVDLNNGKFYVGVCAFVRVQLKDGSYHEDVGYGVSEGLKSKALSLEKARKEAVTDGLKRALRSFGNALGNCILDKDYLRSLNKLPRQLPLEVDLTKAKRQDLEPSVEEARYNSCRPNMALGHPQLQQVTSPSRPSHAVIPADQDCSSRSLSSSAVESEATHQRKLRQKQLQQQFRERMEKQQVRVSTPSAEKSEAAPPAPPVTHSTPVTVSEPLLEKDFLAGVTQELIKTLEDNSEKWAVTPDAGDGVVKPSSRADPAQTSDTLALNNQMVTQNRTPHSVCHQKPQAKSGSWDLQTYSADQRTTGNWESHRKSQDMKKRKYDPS
Numbers without * were called inactive; ? = inconclusive; / = not tested or not shown; & = joins results of further samples.

SMILES	E-selectin induc	GSIS activator	Casp6 inh	RAD54 inh	CFTR F508del cor	DENV2 CPE	XiGFP reactiv	RAD52 inh
COc1ccc([C@H]2C[C@H](n3cc(C4CC4)nn3)[C@@H](O)CN2CC2CCCCC2)cc1	0.8	-41	2	-15	0.2	2	0.6	-111
CC(C)NC(=O)Nc1ccc2c(c1)C(=O)N([C@@H](C)CO)C[C@@H](C)[C@H](CN(C)C(=O)Nc1cccc3ccccc13)OCCCC[C@H](C)O2	0.1	3	1	6	-2.2	2	0.0	11
C[C@@H]1CN([C@H](C)CO)C(=O)c2cc(NC(=O)Cc3ccccc3)ccc2O[C@@H](C)CCCCO[C@H]1CN(C)C(=O)c1ccccc1	-0.2	-16	-2	6	-1.4	-7	0.1	-7
O=C(c1ccccn1)N1CC(=O)N2[C@H](CO)[C@H](c3ccc(C#CC4CCCC4)cc3)[C@@H]2C1	0.1	-5	0	/	1.8	5	0.0	4
CCC(=O)N1[C@@H]2Cn3c(cccc3=O)[C@H]1[C@@H](C(=O)NC1CCC1)[C@@H]2CO	-0.1	3	0	-3	-1.9	3	0.7	2
CCOC(=O)c1c(NC(=O)CSc2nc3cc(Cl)ccc3s2)sc(C(C)=O)c1C	0.2	20	-4	/	/	-2	2.4	-24
C[C@@H]1CN([C@@H](C)CO)C(=O)Cc2cc(NC(=O)NC3CCCCC3)ccc2O[C@H]1CN(C)Cc1ccncc1	-4.7	3	-4	-14	2.4	8	-1.5	5
CCCC(C)c1oc(=O)cc(O)c1C (configuration not stated)	0.0	-10	6	-2	1.5	8	0.2	8
COCC(C)NC(=O)Cc1ccc(Cl)cc1 (configuration not stated)	/	-5	-2	/	-0.3	0	0.1	-19
CCNC(=O)[C@H]1[C@H](CO)[C@H]2Cn3c(ccc(-c4ccccc4F)c3=O)[C@@H]1N2C(=O)CC	-0.2	32	3	-22	1.7	0	0.3	1
CCOC(=O)c1sc(N2C(=O)C(O)=C(C(=O)c3ccco3)C2c2cccc([N+](=O)[O-])c2)nc1C (configuration not stated)	0.3	21	12	-3	-1.2	-2	-0.1	-23
COc1ccccc1N1Cc2ccc(OC)c(OC)c2C1=O	/	7	1	-4	-2.8	5	0.1	-10
Cc1nn(Cc2ccccc2Cl)c(C)c1C(=O)N(C)CC(=O)Nc1cccc(F)c1	/	-30	-100	-12	1.8	-7	0.3	-5
Cc1ccc(CCSc2ccc(F)cc2)cn1	0.2	-1	-2	18	-1.3	-1	-0.1	-9
COc1ccc(NC(=O)N(CCC(C)C)C(C)c2ccccn2)c(OC)c1 (configuration not stated)	-0.3	-11	0	-7	-0.7	-7	0.0	3
COc1cccc(N(CC(=O)N2CCCCCC2)S(C)(=O)=O)c1	/	31	-4	-13	-0.4	7	0.0	-1
COCC(=O)Nc1ccc2c(c1)OC[C@H](C)N(Cc1cccnc1)C[C@@H](C)[C@H](OC)CN(C)C2=O	-0.2	-1	-1	-3	3.9	8	0.8	0
COc1ccccc1OCCNC(=O)c1ccc(C)c(S(=O)(=O)N2CCOCC2)c1	-0.3	14	6	-3	-0.5	-4	0.2	-3
CCN(CC(=O)Nc1ccccc1C(F)(F)F)C(=O)CCS(=O)(=O)c1ccc(C)cc1	/	19	-1	/	1.8	8	0.1	-6
C[C@@H]1CN([C@@H](C)CO)C(=O)c2cc(C#CC3(O)CCCC3)cnc2O[C@@H]1CN(C)C	0.2	13	-3	-3	-1.7	19	-0.4	-2
CC(=O)NC12CC3CC(C1)CC(C(=O)Nc1nc4ccc(S(C)(=O)=O)cc4s1)(C3)C2	-0.2	7	-1	-15	4.4	-1	0.0	-3
Cc1nc([N+](=O)[O-])cn1CCC#N	-2.0	10	3	-3	-2.0	0	0.1	10
COc1cccc(N2CC(C(=O)Nc3ccc(C(=O)OC(C)C)cc3)CC2=O)c1 (configuration not stated)	/	-56	1	-6	/	/	/	-8
CC1CC(C)CN(c2cc(N(C)CCO)c([N+](=O)[O-])c3nonc23)C1 (configuration not stated)	1.3	-3	-6	-3	3.2	2	0.0	-15
COc1ccc(NC(=O)Nc2ccc3c(c2)CC(=O)N([C@H](C)CO)C[C@H](C)[C@@H](CN(C)Cc2ccccc2)O3)cc1	-0.2	-12	1	8	1.7	-9	0.2	-9
C[C@@H]1CCCCO[C@@H](CN(C)C(=O)c2ccccc2)[C@H](C)CN([C@@H](C)CO)C(=O)c2cc(NC(=O)Cc3ccccc3)ccc2O1	-0.3	-8	-2	6	0.3	-2	0.1	8
C[C@@H]1CN([C@H](C)CO)C(=O)c2cc(NS(=O)(=O)c3ccccc3)ccc2O[C@H]1CN(C)S(C)(=O)=O	-0.2	3	0	0	-1.0	1	-0.1	-5
Cc1ccc(S(=O)(=O)Nc2ccc3c(c2)C(=O)N([C@@H](C)CO)C[C@H](C)[C@@H](CN(C)C(=O)NC(C)C)OCCCC[C@H](C)O3)cc1	1.4	-17	3	-15	-0.7	-2	0.0	-8
COc1ccc2[nH]c(C)c(C(=O)CN(C)CC3OCCO3)c2c1	/	/	-1	/	0.7	-1	0.2	-11
CCN1CCN(CCNC(=O)c2ccc(/C=C3/Sc4ccccc4N(Cc4cccc(Cl)c4)C3=O)cc2)CC1	/	37	-137	/	-5.0	-15	-0.1	13
O=C(C[C@@H]1C[C@H]2c3cc(NS(=O)(=O)c4ccc(F)cc4)ccc3O[C@H]2[C@H](CO)O1)N1CCOCC1	0.1	-2	0	0	1.7	-3	0.0	-4
CCCc1cn(CC[C@H]2CC[C@H](NC(=O)CCN3CCCCC3)[C@@H](CO)O2)nn1	-0.4	-8	-1	-2	4.9	1	-0.1	-13
COCCNC(=O)CN1C(=O)c2cccc3cccc1c23	0.0	-1	1	-2	-4.2	3	0.0	-16
COc1ccccc1S(=O)(=O)N1C[C@@H]2N[C@H](C1)C2c1ccc(-c2cccc(F)c2)cc1 (some centres not stated)	-0.1&0.4	5&-7	6&2	/	-3.9&1.9	3&-1	0.1&0.0	11&-39
CCOc1cc(NS(=O)(=O)c2ccc(OC)cc2)c(OCC)cc1NC(C)=O	/	1	1	/	1.7	-7	0.5	-8
Clc1ccc(CNc2ccc(CNc3ncn[nH]3)cc2)c(Cl)c1	4.0	9	0	/	-3.6	16	0.4	-9
CC1CCCCC1NC(=O)CSc1ccc([N+](=O)[O-])cc1 (configuration not stated)	/	-19	0	1	-2.0	-6	-0.1	11
O=C(c1ccccc1)c1ccccc1N1C(=O)C=CC1=O	1.2	192*	-1	/	-8.1	?	-0.1	-14
COc1ccc(NC(=O)C(c2ccncc2)n2c(=O)c(-c3ccco3)nc3ccccc32)cc1 (configuration not stated)	-0.1	9	5	/	2.0	8	0.1	-13
CC(=O)c1ccc(S(=O)(=O)N2CCN(C(=O)c3ccc(COc4ccccc4)o3)CC2)cc1	-0.7	-9	0	/	-0.4	-6	0.0	-25
Cc1cc(C)cc(NC(=O)Cn2nnc(C(=O)NCCc3ccccc3)c2N)c1	/	10	0	-6	1.6	-9	0.0	-16
CC(Cl)C(=O)Nc1cc(C(C)(C)C)nn1-c1ccccc1 (configuration not stated)	/	17	6	/	-0.7	2	0.0	-1
Cc1c(C)c(C)c(S(=O)(=O)NCCc2ccccn2)c(C)c1C	-0.5	16	6	0	2.3	1	0.1	-12
CC(=O)Nc1ccc(S(=O)(=O)Nc2cccc3cccnc23)cc1	0.2	18	-5	-3	-4.2	8	0.0	-11
CC1CCN(C(=O)CSc2ccc(-c3ccc4c(c3)OCCO4)nn2)CC1	15	14	1	-5	-2.0	0	0.5	-1
O=C(CN(C(=O)CNS(=O)(=O)c1ccccc1)c1ccc(F)cc1)NCc1ccco1	/	11	1	-2	-2.1	-5	0.0	-14
c1cnc(-c2noc(CN3CCN(C4CCCC4)CC3)n2)cn1	1.1	/	-1	0	-3.0	1	0.0	-11
C[C@@H]1CN([C@@H](C)CO)C(=O)c2cc(NS(=O)(=O)c3cccs3)ccc2O[C@@H]1CN(C)Cc1ccc(-c2ccccc2)cc1	-14	-10	2	13	-0.9	-2	-1.2	40
CO[C@@H]1CN(C)C(=O)c2ccc(NC(=O)Nc3ccccc3)cc2OC[C@@H](C)N(C(=O)CN(C)C)C[C@@H]1C	0.5	8	/	5	-0.2	-7	0.0	3
COc1ccc(S(=O)(=O)Nc2ccc3c(c2)C(=O)N([C@@H](C)CO)C[C@@H](C)[C@@H](CN(C)Cc2ccc4c(c2)OCO4)OCCCC[C@@H](C)O3)cc1	-0.2	-28	-1	-2	-0.9	-4	0.2	31
COCCOC(=O)C1=C(C)NC(=S)NC1c1cccs1 (configuration not stated)	-2.9	-1	/	6	-0.9	4	0.1	-20
CCOc1cc(C2C3=C(CCCC3=O)OC3=C2C(=O)CCC3)cc([N+](=O)[O-])c1O	0.0	58*	3	/	-1.8	-4	0.0	12
CCCNC(=O)N(C)C[C@H]1Oc2ncc(C#Cc3ccccc3F)cc2C(=O)N([C@@H](C)CO)C[C@@H]1C	-1.2	14	1	-1	-0.2	0	1.9	0
CCS(=O)(=O)N1CC(=O)N2[C@@H](CO)[C@H](c3ccc(C#CCC4CCCC4)cc3)[C@@H]2C1	0.1	6	0	/	0.8	-4	0.0	-23
Cc1nc2ccccc2c2oc(C(=O)N3CCN(c4ccc([N+](=O)[O-])cc4)CC3)cc12	0.4	-3	-5	7	0.8	3	0.1	-17
COc1ccc(CN(C)C[C@@H]2Oc3ccc(NC(=O)Nc4ccc(OC)cc4)cc3CC(=O)N([C@@H](C)CO)C[C@@H]2C)cc1	0.1	-13	0	33	-0.7	-13	0.1	-14
CCC(=O)N1CC(=O)N2[C@H](C1)[C@@H](c1ccc(-c3cccnc3)cc1)[C@@H]2CO	0.1	17	1	/	-4.1	0	0.0	11
O=C(O)C1CCCN1C(=O)Nc1ccc(Cl)cc1 (configuration not stated)	-1.6	11	-1	/	/	-4	0.0	-3
CC(C)NC(=O)Nc1ccc2c(c1)C(=O)N([C@H](C)CO)C[C@H](C)[C@H](CN(C)C(=O)Nc1ccc(C(F)(F)F)cc1)O2	/	-2	-1	-2	0.4	-2	-1.5	-8
O=C1CN(C(=O)c2ccc(Br)o2)C(c2ccccc2)c2cc(F)ccc2N1 (configuration not stated)	/	-34	4	6	-2.9	-7	0.0	-17
COc1ccc(Cl)cc1C(=O)NNC(=O)c1nc2nc(C)cc(C)n2n1	-0.2	25	-2	/	0.0	-3	-0.1	-20
COCC#Cc1ccc2c(c1)O[C@@H](CN(C)C(=O)C1CCOCC1)[C@H](C)CN([C@H](C)CO)S2(=O)=O	0.0	9	0	-1	-2.3	-3	-0.4	-8
COc1cccc(-c2cc(C(=O)N3CCN(C(=O)c4ccco4)CC3)on2)c1	/	-6	1	-6	1.3	-1	0.1	-12
